POLB inh – qHTS Assay for Inhibitors of DNA Polymerase Beta. P06746. Pol beta primer extension/strand displacement, fluorescence kinetic. Potency, µM (titrated, usually from 114 µM), without a hit: at the top dose activity change, negative = inhibition, actives largely listed as inhibitors. 340,000 compounds, 1.3% hits. AID 485314, 2010; also: potency is read from the fitted curve at half-maximal effect; % is scaled to controls: 0 for no effect and ±100 for the full control effect
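Pol beta (10 nM) and compounds were preincubated 15 min at room temperature, then 50 nM substrate (final) started primer extension/strand displacement. Reads were taken at 0 and 10 min; concentration-response data were fitted to a four-parameter Hill equation.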
POLI inh – qHTS for Inhibitors of Polymerase Iota. Potency, µM (doses to about 115 µM), without a hit: at the top dose activity, negative = inhibition, most hits filed as inhibitors. DNA polymerase iota (Homo sapiens), Q9UNA4. Pol iota fluorescent replication assay, 10 min. 390,000 compounds, 1% hits; also: potency is read from the fitted curve at half-maximal effect
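Fluorescent replication assay read twice, at 0 min and 10 min after adding 50 nM (final) substrate. Enzyme (10 nM) and compounds were first incubated 15 min at room temperature; enzyme-free buffer wells were negative controls.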
PGK inhibitor – qHTS Assay to Find Inhibitors of Phosphoglycerate Kinase. 380,000 compounds, 0.043% hits. PGK/GAPDH coupled, Kinase-Glo luminescence, 60 min. Potency, µM (doses to about 57.5 µM), without a hit: top-dose activity change, negative = inhibition, most hits filed as inhibitors; also: potency is read from the fitted curve at half-maximal effect; % is scaled to controls: 0 for no effect and ±100 for the full control effect; nearly all actives have a fitted effect of over 60% in size
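Recombinant glycosomal PGK reaction used 1,3-bisphosphoglycerate generated in-well by GAPDH (100nM final) in 100mM TEA pH 7.6, 5mM MgCl2, 0.01% Tween-20. After 60 minutes at room temperature, ATP was read by Kinase-Glo Plus luminescence end-point.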
Apoferritin bind – qHTS Assay for Identification of Novel General Anesthetics; Ferritin light chain (Equus caballus), P02791; 350,000 compounds, 0.074% hits; AID 485281, 2010; Potency, µM (titrated, usually from 77.5 µM), inactives show at the highest dose activity change, negative = displacement, actives largely listed as inhibitors; apoferritin/1-aminoanthracene competitive binding, fluorescence; also: potency is read from the fitted curve at half-maximal effect; % is scaled to controls: 0 for no effect and ±100 for the full control effect; nearly all actives have a fitted effect of over 20% in size
Target sequence (P02791 2-175 limits assumed): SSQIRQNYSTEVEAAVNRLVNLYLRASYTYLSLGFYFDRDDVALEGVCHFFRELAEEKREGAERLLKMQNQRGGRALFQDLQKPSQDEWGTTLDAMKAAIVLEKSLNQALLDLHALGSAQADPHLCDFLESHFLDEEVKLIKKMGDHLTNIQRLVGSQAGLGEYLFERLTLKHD
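Concentration-response curves derived by four-parameter Hill fitting of normalized fluorescence, where compounds displaced 1-AMA from 10 uM horse apoferritin following a brief 10 min room-temperature incubation; propofol titration acted as positive control.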
Pol kappa inh – qHTS for Inhibitors of Polymerase Kappa; AID 588579, 2011; purified Pol kappa, fluorescent DNA synthesis assay, 10 min; 400,000 compounds, 0.53% hits; Potency, µM (doses to about 107 µM), without a hit: top-dose activity, negative = inhibition, usual class: inhibitors; also: potency is read from the fitted curve at half-maximal effect; % is scaled to controls: 0 for no effect and ±100 for the full control effect
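Kinetic fluorescence readout at 0 and 10 min followed reaction start with substrate at 50 nM final. Beforehand, enzyme (10 nM Pol kappa) stood 15 min with compound at room temperature; buffer-only wells were negative controls.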
RXFP1 antagonist – qHTS Assay for Antagonists of the Relaxin Receptor RXFP1 | Relaxin receptor 1 (Homo sapiens), Q9HBX9 | HEK293-RXFP1, relaxin-stimulated cAMP HTRF, 30 min; hits give low values | activity change, negative = inhibition, % at 57.5 µM | 350,000 compounds, 0.59% hits;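 active = activity change of -60% or lower, but not beyond a set lower limit; inconclusive = change between -60% and -40%, or beyond the set limit; inactive = change above -40%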; also: % is scaled to controls: 0 for no effect and ±100 for the full control effect
BLM inh – qHTS Assay for Inhibitors of Bloom's syndrome helicase (BLM). RecQ-like DNA helicase BLM (Homo sapiens), P54132. recombinant BLM DNA unwinding, fluorescence dequenching. Potency, µM (top dose mostly 56.1 µM), inactives show at the top dose activity change, negative = inhibition, most hits filed as inhibitors. 350,000 compounds, 0.2% hits. AID 2528, 2010;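 also: potency is read from the fitted curve at half-maximal effect; plate controls were vehicle for no effect and no enzyme for full effect; nearly all actives have a fitted effect of over 35% in size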
Pol eta inh – qHTS for Inhibitors of Polymerase Eta | DNA polymerase eta (Homo sapiens), Q9Y253 | recombinant Pol eta, fluorescent DNA replication assay | Potency, µM (titrated, usually from 114 µM), without a hit: at the highest dose activity change, negative = inhibition, hits mostly inhibitors | 390,000 compounds, 1.2% hits; also: potency is read from the fitted curve at half-maximal effect; % is scaled to controls: 0 for no effect and ±100 for the full control effect
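Pol eta at 10 nM preincubated with compounds 15 min at room temperature; reaction started with fluorescent substrate (50 nM final) and read kinetically at 0 and 10 min.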
APEX1 inh – qHTS Assay for Inhibitors of the Human Apurinic/apyrimidinic Endonuclease 1 (APE1); recombinant APE1, TAMRA/BHQ-2 abasic DNA cleavage fluorescence; DNA repair nuclease/redox regulator APEX1 (Homo sapiens), P27695; Potency, µM (titrated, usually from 65.8 µM), inactives show at the top dose activity change, negative = inhibition, most hits filed as inhibitors; AID 2517, 2012; 350,000 compounds, 0.35% hits;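 also: potency is read from the fitted curve at half-maximal effect; plate controls were vehicle for no effect and reference inhibitor for full effect; nearly all actives have a fitted effect of over 55% in size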
Target sequence (P27695 whole entry, looked up): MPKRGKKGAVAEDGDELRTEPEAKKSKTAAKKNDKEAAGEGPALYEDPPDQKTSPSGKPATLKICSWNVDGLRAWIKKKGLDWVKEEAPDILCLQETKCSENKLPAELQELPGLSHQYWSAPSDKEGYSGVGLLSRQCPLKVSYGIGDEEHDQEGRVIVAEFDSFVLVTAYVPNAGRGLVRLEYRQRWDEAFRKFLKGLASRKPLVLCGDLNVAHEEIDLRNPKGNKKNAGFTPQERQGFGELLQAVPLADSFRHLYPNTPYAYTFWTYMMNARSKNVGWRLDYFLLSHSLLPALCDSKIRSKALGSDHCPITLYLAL
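Compound pre-exposure to 0.75 nM APE1, 15 min at ambient temperature. Reaction initiated with 50 nM TAMRA/BHQ-2 THF substrate, read immediately in kinetic mode, 525 nm excitation, 598 nm emission.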
Active calls of the source: *; i = inactive; ? = inconclusive; nt = not tested or not shown; & = joins results of further samples; [ ] = another dose, or the depositor's remark. Unless noted, calls follow the shape of the dose curve; as a rule, active = well fitted curve in the direction sought with a large enough effect; inconclusive = small, poorly fitted or top-dose-only effect, or another doubt; inactive = no such curve, though single readings can be large; an effect the other way counts as inactive or inconclusive. This is a subset; count on the stated rates, not on these rows.

SMILES	POLB inh	POLI inh	PGK inhibitor	Apoferritin bind	Pol kappa inh	RXFP1 antagonist	BLM inh	Pol eta inh	APEX1 inh
COC(=O)C(NC(=O)c1ccc(F)cc1)(Nc1nc(C)cs1)C(F)(F)F (stereo not drawn)	3%	22%	2%	4%	-3%	-3	-7%	-23%	-5%
CCOc1ccc(-c2cc(C(=O)NC(C)c3ccccc3)c3ccccc3n2)cc1 (stereo not drawn)	-26%	-27%	0%	-14%	5%[60.1 µM]	-11	12%	-10%	nt
COc1ccc([N+](=O)[O-])cc1N(CC(O)CN1C(=O)NC(C)(C)C1=O)S(=O)(=O)c1ccccc1 (stereo not drawn)	7%	29%	i	-3%	-3%	21	-4%	2%	40%
Cn1cc(C(=O)N2CCc3ccccc3C2)c(=O)c2cc(S(=O)(=O)N3CCCCC3)ccc21	-3%	nt	nt	3%	nt	nt	1%	nt	-3%
O=C(Nc1sc2c(c1C(=O)NCC1CCCO1)CCCC2)c1cc(=O)c2ccccc2o1 (stereo not drawn)	27%	12%	13%	2%	-2%	-2	-5%	-11%	nt
COc1cc2c(cc1OC)C1(CCCC1)CNC2c1cccc([N+](=O)[O-])c1 (stereo not drawn)	-26%	10%	i	-5%	-8%	-1	-5%	-2%	?
Cc1cccc(/N=C/C2=C(O)CC(C)(C)CC2=O)n1	-1%	143%[activator]	i	1%	-1%	10	0%	-9%	0%
CC1(C2CC2)NC(=O)N(CC(=O)NCC(=O)Nc2ccc(F)c(F)c2F)C1=O (stereo not drawn)	nt	-15%	-7%	nt	3%	15	nt	-9%	9%
Cc1ccc2nc(SCc3cccc([N+](=O)[O-])c3)nc(C)c2c1	12%	28%	-1%	-8%	-2%	-11	-4%	-7%	-8%
Cc1cc(=O)n2c(n1)NC(Nc1cccc(C)c1C)=NC2c1ccc(F)cc1 (stereo not drawn)	-2%	-3%	10%	-1%	-12%	-7	-5%	-6%	3%
Cc1ccccc1NC(=O)c1ccc(F)c(S(=O)(=O)N(C)Cc2ccccc2)c1	3%	2%	-7%	0%	-3%[60.1 µM]	-7	-6%	-7%	nt
C=CCn1c(Sc2ccccc2)nc2c1c(=O)[nH]c(=O)n2C	2%	21%	-1%	-2%	0%	2	5%	-14%	0%
COc1ccc(F)cc1S(=O)(=O)Nc1cccc(C(=O)O)c1	3%	6%	-6%	0%	-11%	22	-6%	-16%	-5%
CN(C)CCCNS(=O)(=O)c1ccc(N2CCC(c3ccc(Cl)cc3)=N2)cc1	-7%	nt	nt	510%[activator]	nt	nt	2%	nt	13%
CN1C[C@H]2CON(C)[C@H]2C[C@H]1c1cccc(-c2ccc(C#N)cc2)c1	nt	9%	-1%	nt	-21%	nt	nt	-2%	nt
O=C(O)c1ccccc1-c1ccccc1C(=O)NNc1ccc([N+](=O)[O-])cc1	7%	-25%	-3%	6%	-9%	-19	0%	-5%	0%
CC1=C(C(N)=O)C(c2ccccn2)n2nc(SCc3ccccc3Cl)nc2N1 (stereo not drawn)	4%	28%	0%	-12%	7%	5	1%	-18%	-3%
COc1cc(CNC(=O)c2cc3ccccc3oc2=O)cc(OC)c1OC	nt	69%[activator]	i	nt	4%	6	nt	-16%	nt
CC(C)NC(=O)CN(C(=O)CCC(=O)Nc1nccs1)c1ccc(C(C)C)cc1	23%	4%	i	-4%	9%	-1	-2%	2%	-4%
CC1(C)Cc2nc3[nH]c(=S)[nH]c(=O)c3cc2CO1	1%	25%	0%	1%	-14%	-8	-2%	1%	-4%
Cc1ccc(-n2c(C)cc(C(=O)C(=O)Nc3ccccc3)c2C)c(C)c1	32%	-5%	-11%	-9%	9%	-37	-5%	-5%	nt
COc1ccc(-c2nsc(NC(=O)c3oc4ccccc4c3C)n2)cc1	-1%	-26%	-3%	-11%	-5%	-21	-3%	-9%	nt
Cc1ccc(OCCn2cc(C#N)c3ccccc32)cc1	20%	-3%	0%	2%	-14%	-11	-8%	-10%	-3%
O=C(Nc1ccnc(-c2cccnc2)n1)c1ccc(F)cc1	3%	nt	nt	-4%	nt	nt	-1%	nt	6%
N#CCOC(=O)[C@H](Cc1ccccc1)N1C(=O)c2ccccc2C1=O	-1%	31%	-5%	7%	-10%	8	-6%	-24%	4%
CC1=CC(C)(C)[N+](C)=CN1c1ccccc1	10%	i	i	-2%	-5%	-1	-10%	-4%	3%
O=C(Nc1ccc(-c2nc3cc(NC(=O)c4cccs4)ccc3o2)cc1)c1cccs1	6%	15%	11%	-4%	-6%	4	-12%	-18%	5%
CCC(C)[C@H]1COCCS(=O)(=O)N1Cc1ccc(C)cc1 (stereo partly drawn)	11%	24%&-1%	0%	-17%	0%&-10%	nt	0%	-7%	-10%
COc1cc(C2c3c(oc4ccccc4c3=O)C(=O)N2c2nccs2)ccc1O (stereo not drawn)	-22%	3%	-1%	-13%	-6%	-105*	-6%	79µM*	-2%
CCOc1ccc(Cl)cc1/C=N/NC(=O)c1ccccc1	6%	127%[activator]	6%	0%	-9%	-8	-4%	-16%	0%
COCCn1c(SCC(=O)NC2CCCC2)nc2ccccc2c1=O	nt	20%	-4%	nt	-3%	-6	nt	-11%	31%
O=S(=O)(NCc1ccc2c(c1)OCO2)c1ccc(F)c(F)c1	-1%	1%	8%	-18%	-7%	4	-5%	-1%	10%
Oc1ccc(-c2nc3ccc(Cl)cn3c2Nc2ccc(Cl)cc2)cc1	-17%	-9%	10%	27%	-6%	-67*	-4%	-14%	nt
O=C(NCc1cccnc1)C(=O)NCC1OCCCN1S(=O)(=O)c1ccccc1 (stereo not drawn)	27%	20%	0%	-13%	-7%	5	-3%	-23%	3%
COC(=O)c1ccccc1NC(=O)n1cc(C)cn1	-9%	9%	-8%	-7%	-5%	-1	2%	9%	0%
COc1ccc2ccccc2c1/C=N/NC(=S)Nc1cc(S(=O)(=O)N2CCOCC2)ccc1N1CCOCC1	21%	32%[activator]	9%	6%	-23%	-9	-8%	-22%	-3%
COC(=O)c1cc(COc2ccc3c4c(c(=O)oc3c2)CCC4)c(C)o1	0%	nt	nt	-6%	nt	nt	-1%	nt	10%
CCCc1cc(=O)n2c(nc3ccccc32)[nH]1	1%	9%	1%	5%	-16%	4	4%	-11%	13%
Cc1cc(C)c2cc(C#N)c(NCCOC(=O)c3ccccc3C)nc2c1	-26%	-7%	-3%[11.5 µM]	-6%	-5%	-19	1%	-2%	2%
CNC(=O)c1cc(C(=O)c2ccc(Cl)cc2)c[nH]1	-16%	47%[activator]	-4%	2%	-9%	24	-2%	-17%	42%[activator]
Cc1cc(OCC(=O)N2CCC(C(N)=O)CC2)c2c(C)c(C)c(=O)oc2c1	18%	13%	i	-3%	17%	nt	-3%	-3%	19%
COc1ccc(NS(=O)(=O)c2ccc(O)c(C(=O)OCC(=O)N3CCCCC3)c2)cc1	nt	19%	-8%	nt	-1%	10	nt	-19%	19%
Cc1cc(C(=O)NCc2ccc(S(N)(=O)=O)cc2)cs1	-2%	-2%[58.9 µM]	5%	-7%	-4%	4	-2%	-5%	0%
C/C(=N\Nc1nc(-c2ccccc2)cs1)c1cccs1	-2%	4%	-11%	0%	-20%	-8	-5%	0%	7%
O=C(O)Cc1cn(-c2ccccc2)nc1-c1ccccc1	-2%	26%	4%	0%	-18%	-4	-3%	-20%	-2%
Cc1nn(CC(=O)NCCCN2CCCCC2)c(=O)c2cccn12	12%	23%	-2%	-6%	7%	0	-1%	-3%	27%
COC(=O)c1ccc(C2/C(=C(/O)c3ccc(OC)cc3)C(=O)C(=O)N2CC2CCCO2)cc1 (stereo not drawn)	0%	10%	-5%	0%	-10%	12	-2%	-4%	-3%
CCc1cccc(C)c1NC(=S)NCC(c1cccnc1)N1CCOCC1 (stereo not drawn)	-1%	5%	i	7%	-4%	-6	3%	-18%	0%
COc1cccc(CN2CCNC(=O)C2CC(=O)NCCN2CCCCC2=O)c1 (stereo not drawn)	14%	6%	3%	-10%	-3%	5	1%	2%	36%
CCOc1ccc(CCNC(=O)CCCc2nnc3n(C)c(=O)c4sccc4n23)cc1OCC	-17%	?	nt	5%	-17%	0	-1%	nt	nt
COc1ccc(OCC(O)CN2CCN(c3ccc(Cl)cc3)CC2)cc1 (stereo not drawn)	-17%	2%	2%	-1%	-5%	-10	-3%	-9%	6%
O=C(CSc1nnc(NC(=O)C2CC2)s1)Nc1ccc(F)cc1F	13%	21%	5%	4%	-7%	-13	1%	-18%	-10%
Cc1ccc2nc(-c3ccc(O)c(O)c3)cn2c1	4µM*	50µM*	?	-15%	?	-18	-20%	22µM*	?
N#CCCN(C(=O)CN1C(=O)NC2(CCCC2)C1=O)c1ccccc1F	1%	7%	-2%	-7%	-5%	3	0%	-2%	6%
C#CCOc1ccc(C2C3=C(CC(C)(C)CC3=O)N(CC(=O)O)C3=C2C(=O)CC(C)(C)C3)cc1OC	29%	13%	-3%	-8%	-19%	-5	-4%	-23%	-6%

Screening data: PubChem BioAssay, National Center for Advancing Translational Sciences (NCATS)
